ARNT TACC3 PPI = disrupts binding between human ARNT and TACC3. Q9Y6A5. AlphaScreen His-ARNT PAS-B/GST-TACC3 binding, luminescence; TACC3 fragment carries E629A point mutation. inhibition, % at 9.99 µM. hit rate 0.66% among 390,000. AID 623870;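 active means mean inhibition of replicates at least 50% and at least half of replicates each reaching 50%; inconclusive means half or more replicates reach 50% but mean below 50%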;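 further: 0% = complete ARNT plus TACC3 wells and 100% = ARNT alone without TACC3; many hits fall short of the cut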
DENV2 CPE = DENV2-induced cell death inhibition; DENV2-infected cells, cytopathic effect rescue, plate reader; CPE inhibition, % at 9.99 µM; hit rate 1.7% among 350,000; AID 651640; in the data active means CPE inhibition above about 20%, passing the limit was not always enough; inconclusive means no clear call, values can overlap the other calls; tested in BHK-21 cells;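 further: 0% = median of neutral control wells and 100% = median of positive control wells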
SIRT5 block = blocks human SIRT5 desuccinylation of peptide; Q9NXA8; Purified SirT5, succinyl-peptide AMC, trypsin-coupled fluorescence; inhibition, % at 15 µM; hit rate 1.1% among 330,000; in the data active means inhibition above about 15%; inconclusive means no clear call, values can overlap the other calls
Target sequence (Q9NXA8 whole entry, looked up): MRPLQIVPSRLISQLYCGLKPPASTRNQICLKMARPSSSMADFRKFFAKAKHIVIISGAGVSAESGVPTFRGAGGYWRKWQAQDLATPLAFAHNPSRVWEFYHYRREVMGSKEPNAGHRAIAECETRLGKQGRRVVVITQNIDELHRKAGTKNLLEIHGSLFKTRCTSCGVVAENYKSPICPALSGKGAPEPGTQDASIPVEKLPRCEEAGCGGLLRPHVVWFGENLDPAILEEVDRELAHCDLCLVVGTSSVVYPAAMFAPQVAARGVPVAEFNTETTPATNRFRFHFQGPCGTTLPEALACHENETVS
LGR2 inh = inhibitors of bursicon-induced Drosophila LGR2 receptor cAMP signaling. inhibition, % at 9.99 µM. hit rate 0.35% among 380,000. HEK293 LGR2, CRE-luciferase, bursicon-stimulated, 4 h;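 active means drop in luminescence signal, shown as inhibition above about 50% in the replicate tests, limit read from the data, passing the limit was not always enough; inconclusive means probably only some replicates passing the limit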;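 further: agonist challenge used bursicon conditioned medium at about half maximal strength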
PAX8 reporter = lowers PAX8-driven luciferase in RMG-I cells | RMG-I TPO-luciferase reporter, SteadyGlo, 24 h | inhibition, % at 12.6 µM | hit rate 1.2% among 360,000;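 active means mean replicate inhibition at least 60% with every replicate also reaching 60%; inconclusive means only one of the two criteria is met; inactive means mean below 60% and not all replicates reaching 60%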;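 further: luciferase light reporting Pax8 driven TPO promoter activity; plate controls were median of neutral control wells for no effect and mitoxantrone controls for full effect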
CASP6 VEID inh = inhibitors of human caspase-6; purified caspase-6, Z-VEID-R110 cleavage fluorescence; inhibition, % at 12.5 µM; hit rate 0.53% among 350,000; AID 686996;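 active means mean inhibition across replicates at least about 35%, with every replicate also reaching that limit, limit read from the data; inconclusive means only one of the two criteria met; inactive means neither criterion met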;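 further: 0% = median of neutral control wells and 100% = no fluorescence left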
Target sequence (P55212 24-179 limits assumed): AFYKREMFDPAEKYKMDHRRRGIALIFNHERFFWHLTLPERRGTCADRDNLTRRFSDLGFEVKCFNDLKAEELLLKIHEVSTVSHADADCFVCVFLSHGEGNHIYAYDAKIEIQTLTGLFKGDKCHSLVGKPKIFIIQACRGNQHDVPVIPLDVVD
Target sequence (P55212 194-293 limits assumed): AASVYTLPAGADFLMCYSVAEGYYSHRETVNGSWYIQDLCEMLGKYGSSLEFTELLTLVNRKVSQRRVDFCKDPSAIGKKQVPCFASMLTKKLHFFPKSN
EWS-Fli block = EWS/Fli transcriptional activity inhibition; A673 NR0B1-luciferase reporter, viability-normalised; inhibition, % at 12.6 µM; hit rate 0.67% among 350,000; AID 651661;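 active means mean inhibition of at least 50% after viability correction, with every replicate also passing that limit; inconclusive means mean reaches 50% but only one of two replicates passes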;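 further: firefly luciferase signal divided by Alamar Blue viability fluorescence both relative to DMSO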
* marks the source's active call; other numbers are inactive results; u = inconclusive; x = no result given; & = joins results of further samples.

SMILES	ARNT TACC3 PPI	DENV2 CPE	SIRT5 block	LGR2 inh	PAX8 reporter	CASP6 VEID inh	EWS-Fli block
CO[C@H]1CN(C)C(=O)c2ccc(NC(=O)Nc3ccc(C(F)(F)F)cc3)cc2OC[C@@H](C)NC[C@@H]1C	3	-18	6	-12	14	5	17
COc1ccc(-c2c(N)cnc(C(=O)O)c2C)c(OCc2ccccc2)c1OC	x	-6	-3	8	-5	7	0
COc1ccc(NC(=O)N(C)C[C@H]2Oc3ncc(C#C[C@@H](C)O)cc3C(=O)N([C@@H](C)CO)C[C@H]2C)cc1	-2	-4	0	15	x	-2	-10
O=C(Nc1ccc(Cl)c(Cl)c1)N[C@H]1CC[C@@H](CCn2cc(C3CCCC3)nn2)O[C@H]1CO	x	7	3	21	18	-1	6
CC(C)N(C(=O)CN1CCN(C(=O)C2COc3ccccc3O2)CC1)C(C)C (stereo not given)	-3	0	-9	7	2	0	-3
Cc1ccc(C2=CC(c3ccc(N(C)C)cc3)n3nnnc3N2)cc1 (stereo not given)	-4	1	-2	2	-58	2	-52
COc1ccccc1CNC(=O)C[C@@H]1C[C@H]2c3cc(NC(=O)CN(C)C)ccc3O[C@H]2[C@H](CO)O1	19	5	5	4	-9	2	2
C[C@@H]1CN([C@@H](C)CO)C(=O)Cc2cc(NC(=O)NC3CCCCC3)ccc2O[C@@H]1CN(C)C(=O)Nc1cccc2ccccc12	3	6	-4	1	15	1	6
Cc1ccccc1C(=O)Nc1nnc(-c2ccncc2)o1	37	10	-5	-45	-8	5	-3
Cc1nc(N2CCOCC2)nc(Oc2ccccc2)c1[N+](=O)[O-]	4	-2	3	-17	-3	-3	13
COc1ccc(NC(=O)COC(=O)/C=C/C(=O)OCC(=O)Nc2ccc(OC)c(Cl)c2)cc1Cl	-3	x	x	5	4	x	x
COc1ccc(CN2C[C@@H](CO)O[C@@H](n3cnc4c(NCc5ccncc5)ncnc43)C2)cc1	x	-5	x	0	-7	1	-5
C[C@@H]1CN([C@@H](C)CO)C(=O)c2cc(NC(=O)Nc3ccc4c(c3)OCO4)ccc2O[C@H]1CN(C)C(=O)Nc1ccccc1	9	1	x	-4	17	x	-26
C[C@@H]1CN([C@@H](C)CO)C(=O)c2cc(NC(=O)NC3CCCCC3)ccc2O[C@@H](C)CCCCO[C@H]1CN(C)C(=O)c1ccccc1	-6	5	12	2	-30	0	0
CN1C(=O)c2cc(NC(=O)c3cnccn3)ccc2OC[C@H]2O[C@@H](CC(=O)O)CC[C@H]21	-6	12	-4	2	5	-3	2
Cc1ccc(NC2Sc3ccccc3NC2=O)cc1Cl (stereo not given)	-1	-4	2	-52	1	10	-21
COc1ccc2c(c1)CC/C(=C/c1ccco1)C2=O	15	u	-1	-67	27	3	-8
CCN(CC)c1ccc(C2Nc3cccc4cccc(c34)N2)cc1	4	u	-1	14	-17	-1	-32
CN(CC(=O)NCc1ccncc1)S(=O)(=O)c1ccccc1	2	6	-5	12	x	3	-5
CCCN(C)C1CN(Cc2cn(Cc3ccc(Cl)cc3)nn2)S(=O)(=O)C1 (stereo not given)	x	-7	-2	-1	-8	-3	3
CCCCNC(=O)C1CC(c2cccc(F)c2)=NO1 (stereo not given)	-7	10	-2	-119	-209	1	-154
CC(C)N1CCN(c2ccc(OC[C@H]3CO[C@](Cn4cncn4)(c4ccc(Cl)cc4Cl)O3)cc2)CC1	10	-2	-7	19	16	0	23
Nc1nnc(SCC(=O)NC2CCCC2)s1	-1	-2	-4	11	10	0	-1
C[C@H]1CN([C@@H](C)CO)C(=O)Cc2cc(NC(=O)CCCCCC(=O)Nc3ccccc3N)ccc2O[C@@H]1CN(C)C(=O)Nc1cccc2ccccc12	x	3	x	2	1	-2	5

By substructure: the entries above with a COOH group
SMILES	ARNT TACC3 PPI	DENV2 CPE	SIRT5 block	LGR2 inh	PAX8 reporter	CASP6 VEID inh	EWS-Fli block
COc1ccc(-c2c(N)cnc(C(=O)O)c2C)c(OCc2ccccc2)c1OC	x	-6	-3	8	-5	7	0
CN1C(=O)c2cc(NC(=O)c3cnccn3)ccc2OC[C@H]2O[C@@H](CC(=O)O)CC[C@H]21	-6	12	-4	2	5	-3	2

Next section.
SMILES	ARNT TACC3 PPI	DENV2 CPE	SIRT5 block	LGR2 inh	PAX8 reporter	CASP6 VEID inh	EWS-Fli block
CCOC(=O)C(C)n1cnc2c(nnn2-c2ccc(F)cc2)c1=O (stereo not given)	-6	u	-1	x	-100	30	-6
CCc1nc2cccnc2n1-c1ccc(C(=O)O)cc1	-17	2	-3	-11	-8	15	3
C[C@@H]1CN([C@H](C)CO)C(=O)c2cc(NC(=O)Cn3cnnn3)ccc2O[C@H]1CN(C)S(=O)(=O)c1cccs1	-6	u	1	-8	x	1	-7
O=C(NC1CCN(S(=O)(=O)c2ccc(F)cc2)CC1)c1cccnc1	14	0	-1	17	0	0	-6
CCOC(=O)c1c(NC(=O)C2CCCCC2)sc2c1CCN(CC)C2	2	3	-2	-12	9	0	6
Cc1cc(C)n2nc(SCC(=O)Nc3ccccc3C)nc2n1	x	-1	-2	-4	-6	-2	2
COc1ccc(CN(C)C[C@@H]2Oc3c(NC(=O)Nc4ccccc4)cccc3C(=O)N([C@@H](C)CO)C[C@H]2C)cc1	1	9	5	-3	24	-1	8
COCCN(CCOC)S(=O)(=O)c1ccc(C(=O)Nc2nnc(CSC)o2)cc1	x	-4	1	20	-2	3	6
CCCOc1ccc2cc(C(=O)NCc3ccccc3)c(=O)oc2c1	-6	15	-5	-19	-6	1	-36
C[C@H](CO)N1C[C@H](C)[C@H](CN(C)C(=O)C2CCOCC2)Oc2ncc(/C=C/c3ccccc3)cc2C1=O	-8	-6	-18	-12	-11	2	-12
O=S(=O)(Cc1ccccc1)N1CCCCN2[C@@H](CO)[C@H](c3ccc(C#Cc4ccccc4)cc3)[C@@H]2C1	1	-11	0	4	-3	-4	4
COc1cccc(C#Cc2ccc([C@@H]3[C@@H](CO)N4C(=O)CN(C(=O)c5ccccc5)C[C@H]34)cc2)c1	x	-7	6	2	-2	-2	-11
CC(C)(C)NC(=O)NC(=O)COC(=O)C1CCN(S(=O)(=O)c2cccs2)CC1	1	-14	0	13	-12	10	-1
C[C@@H]1CN([C@@H](C)CO)C(=O)c2cc(NC(=O)Cc3ccccc3)ccc2O[C@H]1CN(C)Cc1ccc(C(F)(F)F)cc1	10	-8	12	12	24	-1	11
O=C(NCCN1CCOCC1)c1ccc(CSc2nc3ccncc3n2Cc2ccc(F)cc2)cc1	x	-13	-1	x	-1	0	3
CC(C)C[C@@H](CN1CCC[C@H]1CN1C(=O)C(=O)NC[C@@H]1Cc1ccc(O)cc1)N1C[C@H](Cc2ccccc2)N(CC2CCCCC2)C(=O)C1=O	x	-4	5	-3	-6	-1	9
O=C(/C=C/c1ccco1)N(Cc1ccc(F)cc1)C1CCS(=O)(=O)C1 (stereo not given)	-5	3	3	-8	-23	-2	1
COc1ccc(CCNC(=O)COC(=O)CCC(=O)c2cccs2)cc1OC	-2	1	x	-11	0	-3	-1
O=C(NC1(C(F)(F)F)NC(=O)N(C2CCCCC2)C1=O)c1ccco1 (stereo not given)	-5	-2	1	8	-8	x	8
C/C=C/c1ccc2c(c1)O[C@@H](CN(C)Cc1ccccn1)[C@@H](C)CN([C@@H](C)CO)S2(=O)=O	6	-7	1	-37	-10	-2	20
CCCCN(C)CCC(=O)Nc1ccc(Cl)cc1	-4	x	x	-15	8	x	x
COc1cc(C(=O)Nc2ccc(NC(=O)C3CCCCC3)nc2)cc(OC)c1OC	-5	6	0	-5	-14	0	-2
CC1(C(=O)NCc2ccco2)Cc2c(-c3cccc(C(F)(F)F)c3)ccnc2O1 (stereo not given)	x	0	1	5	10	4	39
O=C(COC(=O)c1ccc(Br)o1)NC1CCCCC1	-2	6	3	-4	6	-1	10
CSc1ccccc1NC(=O)N1CCC(CO)(CC2CCCCO2)CC1 (stereo not given)	-9	9	-1	-9	1	4	-4
Cc1ccc(S(=O)(=O)n2nc(OC(=O)c3ccccc3C)cc2N)cc1	-10	-1	-1	13	7	-3	5
CCN(CC(=O)Nc1ccccc1OC)CC(=O)Nc1c(Cl)ccc(C)c1Cl	-2	3	-2	4	5	0	-8
Nc1ncnc2c1ncn2[C@@H]1O[C@H](CNCc2ccc(-c3cc(C(F)(F)F)ccc3Cl)o2)[C@@H](O)[C@H]1O	-1	2	-2	12	11	-4	-8
O=C(NCCc1ccccc1)c1n[nH]c2ccccc12	-4	4	-1	-81	-124	2	-106
O=C(C1CCCN(S(=O)(=O)c2ccccc2)C1)N1CCCCCC1 (stereo not given)	-8	x	x	-4	-12	x	x
Cn1ncc([N+](=O)[O-])c1C(=O)Nc1cccc(Cl)c1	-1	8	4	7	14	5	4
COc1ccc(CC(=O)Nc2nc(-c3cccc([N+](=O)[O-])c3)cs2)cc1	3	x	x	-8	-12	x	x
CC[C@]12c3[nH]c4cc(-c5ccco5)ccc4c3CCN1C(=O)[C@@H](CC(=O)NCc1ccco1)C[C@@H]2C(=O)N1CCN(C(=O)C2CC2)CC1	4	1	-7	14	14	-1	9
CCn1ncc([N+](=O)[O-])c1C(=O)NC1CCCCC1	x	0	-2	0	-7	-1	45
COc1ccc(CN(C)C[C@@H]2OCCCC[C@H](C)Oc3ccc(N(C)C)cc3C(=O)N([C@H](C)CO)C[C@H]2C)cc1	x	x	x	10	-9	x	4
COC(=O)c1cn(C[C@H](Cc2ccccc2)NC(=O)c2ccccc2)nn1	x	-7	-7	x	-29	2	-2
Cc1c(C)c2ccc(OCC(=O)NCCCn3ccnc3)cc2oc1=O	-4	0	-6	4	-29	0	0
Cc1nc2ccccc2nc1N/N=C/c1ccc(O)cc1	19	-2	4	-22	-43	-4	-39
NC(c1csc(NC(=O)c2cccc(OC(F)(F)F)c2)n1)c1ccccc1Cl (stereo not given)	x	-12	-5	-3	10	-4	25
CSc1ccc(Cl)c(C(=O)Nc2ccc(Cl)cn2)c1	-7	2	-3	-53	4	-1	43
CN(CC(=O)Nc1ccc(Cl)c(C(F)(F)F)c1)C(=O)C1CCCO1 (stereo not given)	0	1	-4	-16	0	1	-7
O=C(Nc1cccc2c1C(=O)NC2=O)c1ccccc1[N+](=O)[O-]	-4	2	-7	-1	2	-3	0
CCOC(=O)C1=C(c2ccccc2)N=C2SCC(=O)N2C1c1ccc(OC)c(OC)c1 (stereo not given)	-4	x	-2	-3	x	-1	x
Cc1c([N+](=O)[O-])c([N+](=O)[O-])nn1CC(=O)NCc1cccnc1	-1	4	-1	-47	7	x	11
C[C@@H]1CN([C@@H](C)CO)C(=O)c2cc(NC(=O)Nc3ccc(F)cc3)ccc2O[C@H]1CN(C)S(=O)(=O)c1cn(C)cn1	x	-2	4	-21	-12	-1	-9
Cc1ccc(Cc2c(C3CCCCC3)nc3ccc(C)cn23)cc1	x	-7	-3	x	-13	-2	20
C[C@@H]1CN([C@@H](C)CO)C(=O)c2cc(-c3cccc(F)c3)cnc2O[C@H]1CN(C)Cc1ccncc1	25	-7	3	8	3	-2	-12
CCCCN=C1C([N+](=O)[O-])=CC=C2C1=NC1(CCCCC1)N2O	5	x	x	2	14	x	x
C[C@@H]1CCCCO[C@H](CN(C)Cc2ccc3c(c2)OCO3)[C@H](C)CN([C@H](C)CO)C(=O)c2cc(NS(=O)(=O)c3ccc(Cl)cc3)ccc2O1	16&8	-4&3	3&1	2	18&-3	-1&-2	13&-3
CN(CC(=O)Nc1cccc(F)c1)C(=O)c1cn2ccccc2n1	7	-8	-2	8	7	4	-5
COc1ccc(NC(=O)N2CCC3(CC2)CN(C(=O)CN2CCOCC2)[C@@H](CO)c2[nH]c4cc(OC)ccc4c23)cc1	x	25*	-3	3	x	0	-4
CCOC(=O)C(C#N)=CN1CCNc2ccccc21	-14	-4	x	9	-25	-4	-10
CC(=O)N1CCSc2ccc(S(=O)(=O)Nc3ccc(C)cc3)cc21	-5	-5	-1	-2	-8	2	4
CC1(C(=O)NS(=O)(=O)Cc2ccccc2)CCN1C(=O)C1(c2ccc(Cl)cc2)CCC1 (stereo not given)	x	-1	1	-5	-10	-1	-4
Cc1cc(C)nc(/N=C(\N)Nc2ccc([N+](=O)[O-])cc2)n1	-5	x	x	4	-26	x	x

Source: PubChem (Broad Institute)
